# Screening data: PubChem, several laboratories
# Mcl1 Bid PPI: Mcl-1/Bid binding inhibitors, primary screen, biochemical, TR-FRET, 1536-well. TR-FRET Mcl-1/Bid-Dy647 peptide binding. inhibition, % at 21.7 µM. 220,000 tested, 0.97% active;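 active means compounds that cut the binding signal by more than half at the single screening dose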;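 further: His-tagged Mcl-1 with europium anti-His antibody binding Bid BH3 peptide; 0% = Mcl-1 plus peptide wells and 100% = peptide-only wells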
# Target sequence (Q07820 whole entry, looked up): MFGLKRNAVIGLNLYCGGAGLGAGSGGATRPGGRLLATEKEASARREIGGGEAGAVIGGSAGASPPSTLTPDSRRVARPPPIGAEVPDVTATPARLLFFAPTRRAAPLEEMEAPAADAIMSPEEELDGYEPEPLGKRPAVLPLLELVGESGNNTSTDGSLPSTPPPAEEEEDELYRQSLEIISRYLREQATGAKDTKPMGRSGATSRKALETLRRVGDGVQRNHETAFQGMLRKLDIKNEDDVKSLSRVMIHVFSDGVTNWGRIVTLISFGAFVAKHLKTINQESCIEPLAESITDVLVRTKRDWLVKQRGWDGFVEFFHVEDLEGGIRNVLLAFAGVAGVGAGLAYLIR
# Rab7 wt GTP bind: modulators of GTP binding to Rab7, primary screen, biochemical, wildtype, multiplex bead flow cytometry | GST-Rab7 beads, fluorescent GTP binding; actives lie on both sides; untreated = 100%, excess cold GTP = 0% | GTP binding activity (percent of control), % at 10 µM | 190,000 tested, 0.055% active | AID 758, 2007;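 active means fluorescent GTP binding to Rab7 beads changed by at least 20 points from the 100% baseline, either direction, mostly lower; inconclusive means compound itself probably fluorescent, or too few beads counted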;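 further: median green fluorescence of bound Bodipy-FL-GTP per Rab7 bead population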
# Rac1 wt modul: wildtype Rac1 GTP binding modulators, primary screen, biochemical, GST-Rac1 beads, flow cytometry, multiplex; GTP binding activity (% of control), % at 10 µM; fluorescent GTP binding; actives lie on both sides; 0 = cold GTP competed, 100 = untreated; 190,000 tested, 0.27% active;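 active means GTP binding activity at least 20 points away from the 100% control level, either lower or higher; inconclusive means compound flagged as likely green fluorescent, judged across all proteins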
# HRas wt GTP: modulators of GTP binding to HRas wildtype, primary screen, biochemical, bead-based flow cytometry, multiplex; GTPase HRas (Homo sapiens), P01112; GST-Ras wt beads, Bodipy-FL-GTP binding; actives lie on both sides; GTP binding activity, % at 10 µM; 190,000 tested, 0.14% active; AID 759, 2007;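 active means GTP binding activity at least 20% away from the 100% baseline, either lowered as inhibitor or raised as activator; inconclusive means flagged as likely green fluorescent, judged across all proteins in the well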;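 further: 0% = unlabeled GTP competition control and 100% = no-compound control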
# Target sequence (P01112 whole entry, looked up): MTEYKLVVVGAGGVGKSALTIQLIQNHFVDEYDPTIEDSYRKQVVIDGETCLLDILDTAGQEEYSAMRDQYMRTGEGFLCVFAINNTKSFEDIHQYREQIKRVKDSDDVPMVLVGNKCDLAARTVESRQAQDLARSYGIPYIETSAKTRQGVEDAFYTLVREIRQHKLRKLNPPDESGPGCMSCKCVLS
# Rab2 wt GTP: modulators of GTP binding to Rab2A wildtype, primary screen, biochemical, dog, bead-based flow cytometry, multiplex. GTP binding activity, % at 10 µM. 190,000 tested, 0.19% active. Ras-related protein Rab-2A (Canis lupus familiaris), P61105. GST-Rab2 wt beads, Bodipy-GTP binding. AID 760, 2007;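 active means GTP binding activity at least 20 points away from 100%, either lowered or raised; inconclusive means signal likely due to the compound's own green fluorescence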;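 further: 0% = beads with excess unlabeled GTP and 100% = no-compound control corrected for plate trend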
# Cdc42 wt GTP: modulators of GTP binding to wildtype Cdc42, primary screen, biochemical, multiplex bead flow cytometry, Bodipy-GTP; Cell division control protein 42 homolog (Homo sapiens), P60953; GST-Cdc42 beads; actives lie on both sides; percent activity (GTP binding), % at 10 µM; 190,000 tested, 0.2% active; AID 761, 2007;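 active means percent activity GTP binding at least 20 points away from the 100% baseline, either down as inhibitor or up as activator; inconclusive means compound flagged as likely green fluorescent from well-wide comparison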;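 further: median bead fluorescence of bound Bodipy-FL-GTP at 100 nM; 0% = excess unlabeled GTP control and 100% = no compound control; below 100% means less GTP binding so inhibitor and above means activator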
# Target sequence (P60953 whole entry, looked up): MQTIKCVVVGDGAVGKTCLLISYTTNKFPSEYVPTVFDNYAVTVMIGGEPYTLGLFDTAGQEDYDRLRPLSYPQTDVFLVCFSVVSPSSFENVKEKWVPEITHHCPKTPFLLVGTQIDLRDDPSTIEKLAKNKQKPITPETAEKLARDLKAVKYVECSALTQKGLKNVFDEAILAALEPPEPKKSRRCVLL
# RGS8-Gao reg: RGS8-Galphao binding modulators, primary screen, biochemical, multiplexed bead flow cytometry. response (percent of control binding), % at 10 µM. 220,000 tested, 0.34% active. AID 1423, 2008. Guanine nucleotide-binding protein G(o) subunit alpha (Homo sapiens), P09471. actives lie on both sides; in the data active means response below about 60% or above about 140%; inactive means in between;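 further: Galphao activated as the GDP aluminium fluoride complex binding bead-coupled RGS8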
# Rac1 mut GTP: GTP binding modulators of activated mutant Rac1, primary screen, biochemical, bead-based flow cytometry, multiplex, fluorescent GTP; percent activity (GTP binding), % at 10 µM; GST-Rac1 activated beads; actives lie on both sides; 100% means binding = to untreated wells; 190,000 tested, 0.11% active; Ras-related C3 botulinum toxin substrate 1 (Homo sapiens), P63000;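 active means GTP binding at least 20 percentage points away from the 100% baseline, in either direction, so actives lie on both sides; inconclusive means Compound likely fluorescent itself, or too few beads counted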
# Pf gamet viab: late stage P. falciparum gametocyte viability inhibitors, primary screen, ATP luminescence, HTS. inhibition, % at 10.9 µM. 150,000 tested, 0.065% active. P. falciparum stage V gametocytes, 24 h;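 active means inhibition above the mean plus 3 SD of compounds within the control limits, set per campaign, cut at about 38% in these data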;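 further: 0% = DMSO wells and 100% = medium only without gametocytes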
# Mcl1 Noxa PPI: Mcl-1/Noxa binding inhibitors, primary screen, biochemical, TR-FRET, 1536-well | Induced myeloid leukemia cell differentiation protein Mcl-1 (Homo sapiens), Q07820 | TR-FRET Mcl-1/Noxa peptide binding, 2 h | inhibition, % at 21.7 µM | 220,000 tested, 1.5% active;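 active means compounds that cut the protein-peptide binding signal by more than 50% relative to plate controls in a single-dose test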;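 further: His-tagged Mcl-1 with rhodamine Noxa BH3 peptide and terbium anti-His antibody; 0% = Mcl-1 plus Noxa peptide wells and 100% = peptide-only wells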
# Mcl-1 Bim block: inhibitors of Bim peptide binding to Mcl-1, primary screen, biochemical, bead-based flow cytometry, multiplex. Induced myeloid leukemia cell differentiation protein Mcl-1 (Homo sapiens), Q07820. Bim peptide-Mcl-1 binding. inhibition, % at 10 µM. 190,000 tested, 0.1% active; in the data active means inhibition above about 40%;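 further: 0% = no compound tracer wells and 100% = peptide blocker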
# * marks the source's active call; other numbers are inactive results; ? = inconclusive; / = no result given. No enrichment for hits. Share with any hit: about 2.9%.
SMILES,Mcl1 Bid PPI,Rab7 wt GTP bind,Rac1 wt modul,HRas wt GTP,Rab2 wt GTP,Cdc42 wt GTP,RGS8-Gao reg,Rac1 mut GTP,Pf gamet viab,Mcl1 Noxa PPI,Mcl-1 Bim block
Cc1ccc(C)c(NC(=O)CCCCCCCCCCC2COCCO2)c1 (stereo not given),25,94,96,96,98,92,102,97,15,-34,-3
CSCCC(=O)Nc1ccc(C(C)=O)cc1,-28,99,106,99,100,100,100,99,15,-9,0
O=C(C1CC1)N1CCC(c2nc(-c3ccc(S(=O)(=O)NCC4CCCO4)cc3)no2)CC1 (stereo not given),-9,104,109,103,100,103,103,102,/,-26,2
O=C(CCN1C(=O)/C(=C\c2cccs2)SC1=S)Nc1ccccn1,-26,99,100,94,95,97,98,97,-10,13,-2
S=C(NC1CCCCC1)N1CCn2cccc2C1c1ccncc1 (stereo not given),-47,101,101,101,99,98,104,95,2,10,-4
COc1ccc(S(=O)(=O)N2CCC(N3CCCCC3)CC2)cc1,26,98,104,104,106,106,103,101,/,-17,1
CCCN(CCC)C(=S)Nc1cc(C(=O)OC)ccc1C(=O)OC,-1,96,106,102,98,103,105,101,-14,7,-2
COC(=O)/C(=N/Nc1ccccc1C)N1CCCc2ccccc21,-29,101,104,101,100,104,101,98,-7,7,-5
CC1CCN(CC(=O)NCc2ccccc2)CC1,-15,102,108,103,98,103,102,102,7,-7,0
COc1cccc(C(=O)NN/C(C)=C/C(=O)C(F)(F)C(F)(F)C(F)(F)F)c1,-13,98,99,99,100,94,101,100,/,-3,-4
CC(=O)Nc1ccc(N2C(=O)CSC2c2ccccc2[N+](=O)[O-])cc1 (stereo not given),-25,96,98,98,99,100,99,98,-17,12,-4
Cc1ccc(S(=O)(=O)/N=C2/C=C(Sc3ncn[nH]3)C(=O)c3ccccc32)c(C)c1,26,?,?,?,?,?,74,?,/,94*,11
Cc1cc(C)n(C(=O)c2cccc(S(=O)(=O)N3CCOCC3)c2)n1,9,98,100,102,102,100,106,98,/,13,0
O=C(CSc1ccc2ccccc2n1)c1ccc2c(c1)OCO2,-23,94,97,96,93,95,106,95,-9,4,0
CCCCCNC(=O)c1ccc2c(=O)[nH]c3c(C(=O)NCC4CCCO4)sc(=S)n3c2c1 (stereo not given),-39,101,101,99,99,101,104,99,19,52*,4
NC(=S)NN=C(Cc1ccccc1)Cc1ccccc1,-40,98,91,93,95,90,100,93,-42,-1,2
N#CCN1CCC/C1=C\[N+](=O)[O-],-8,102,103,103,102,104,99,98,/,9,0
COC(=O)c1ccccc1NC(=S)NC(NC(=O)COc1ccccc1)C(Cl)(Cl)Cl (stereo not given),-11,?,?,?,?,?,97,?,/,3,-2
COCc1cc(CN2CCCC2)c(O)c2ncccc12,-110,104,104,102,101,102,101,99,/,-69,2
O=C(CCCN1C(=O)c2cccc3cccc(c23)C1=O)N1CCN(c2ncccn2)CC1,-20,101,93,94,97,92,100,94,-30,-3,0
Nn1c(SCC(=O)N2CCCc3ccccc32)nnc1-c1ccc(Cl)cc1,-30,100,101,99,98,99,97,97,/,9,-2
COc1ccccc1C(=O)C1CCCN(C(=O)C2CCCC2)C1 (stereo not given),0,95,101,94,98,97,99,95,-13,2,-3
O=C(CNC(=O)c1cccc(F)c1)N/N=C/c1cccc([N+](=O)[O-])c1,-10,97,103,100,96,103,98,99,-37,20,-7
Oc1cccc2ccc(/C=C/c3c(F)cccc3Cl)nc12,-29,96,95,95,100,106,101,94,/,-2,1
CC(C)C(=O)Nc1cccc(C(=O)N2CCCCC2C)c1 (stereo not given),1,100,106,102,104,105,100,101,/,4,-3
NC(=O)C(Cc1ccccc1)NS(=O)(=O)c1ccc(N2CCCC2=O)cc1 (stereo not given),2,102,101,102,101,102,94,99,/,19,-1
CC(/C=N/Nc1nc2ccccc2[nH]1)=C\c1ccccc1,-47,100,100,100,98,100,102,100,6,19,0
CC(C)Nc1nnc(SCC(=O)Nc2ccc3c(c2)C(=O)c2ccccc2C3=O)s1,-17,?,?,?,?,?,102,?,/,78*,3
O=C(COC(=O)/C=C/c1cccs1)Nc1nc(-c2ccccc2)cs1,-22,102,104,99,99,99,106,99,3,-4,-2
Nc1nnc(C(c2ccccc2)c2ccccc2)s1,-7,101,103,101,99,102,103,101,/,10,6
C=CCC(NCc1ccco1)c1ccc(OC)cc1OC (stereo not given),-15,103,106,104,103,102,104,101,/,16,-1
CCCCOC(=O)Oc1ccc2c(=O)c(Oc3cccc(C)c3)coc2c1,0,98,99,99,95,99,99,98,9,-10,-5
COc1ccc(C2CC(=O)C3=C(C2)Nc2ncnn2C3c2ccccc2C)cc1 (stereo not given),-3,102,106,102,100,102,102,99,/,12,-9
C=CCn1c(SCC(=O)N2CCN(c3ccc(F)cc3)CC2)nnc1-c1cccs1,-21,100,107,100,101,103,102,102,/,17,-3
C=CCNS(=O)(=O)c1cccc(C(C)=O)c1,1,103,105,103,100,107,103,99,4,15,-3
CCOC(=O)n1ccc(C(=O)Nc2ccccc2F)n1,8,103,107,104,102,103,101,102,16,18,0
O=C(c1cccc(OCc2ccccc2)c1)N1CCOCC1,-25,102,100,100,101,101,98,97,/,-6,-1
Cn1c(=O)c2c(nc(CO)n2C)n(C)c1=O,-7,95,95,95,96,96,99,93,18,10,-4
COc1cccc(/C(=N/O)C2CC2c2ccc(Cl)cc2)c1 (stereo not given),3,108,100,98,98,100,103,98,-4,11,-4
Cc1cccc(C)c1N(CC(=O)NN=C1CCCCCC1)S(C)(=O)=O,-25,101,107,102,100,97,100,102,/,-14,-1

# Reformatted: 10 of the compounds above
SMILES	Mcl1 Bid PPI	Rab7 wt GTP bind	Rac1 wt modul	HRas wt GTP	Rab2 wt GTP	Cdc42 wt GTP	RGS8-Gao reg	Rac1 mut GTP	Pf gamet viab	Mcl1 Noxa PPI	Mcl-1 Bim block
C=CCC(NCc1ccco1)c1ccc(OC)cc1OC (stereo not given)	-15	103	106	104	103	102	104	101	/	16	-1
CCCCOC(=O)Oc1ccc2c(=O)c(Oc3cccc(C)c3)coc2c1	0	98	99	99	95	99	99	98	9	-10	-5
COc1ccc(C2CC(=O)C3=C(C2)Nc2ncnn2C3c2ccccc2C)cc1 (stereo not given)	-3	102	106	102	100	102	102	99	/	12	-9
C=CCn1c(SCC(=O)N2CCN(c3ccc(F)cc3)CC2)nnc1-c1cccs1	-21	100	107	100	101	103	102	102	/	17	-3
C=CCNS(=O)(=O)c1cccc(C(C)=O)c1	1	103	105	103	100	107	103	99	4	15	-3
CCOC(=O)n1ccc(C(=O)Nc2ccccc2F)n1	8	103	107	104	102	103	101	102	16	18	0
O=C(c1cccc(OCc2ccccc2)c1)N1CCOCC1	-25	102	100	100	101	101	98	97	/	-6	-1
Cn1c(=O)c2c(nc(CO)n2C)n(C)c1=O	-7	95	95	95	96	96	99	93	18	10	-4
COc1cccc(/C(=N/O)C2CC2c2ccc(Cl)cc2)c1 (stereo not given)	3	108	100	98	98	100	103	98	-4	11	-4
Cc1cccc(C)c1N(CC(=O)NN=C1CCCCCC1)S(C)(=O)=O	-25	101	107	102	100	97	100	102	/	-14	-1

# The listing continues:
SMILES,Mcl1 Bid PPI,Rab7 wt GTP bind,Rac1 wt modul,HRas wt GTP,Rab2 wt GTP,Cdc42 wt GTP,RGS8-Gao reg,Rac1 mut GTP,Pf gamet viab,Mcl1 Noxa PPI,Mcl-1 Bim block
S=C(NCCC(c1ccccc1)c1ccccc1)Nc1ccccc1Cl,-50,100,102,102,98,102,98,99,-18,13,-2
CCN(CC)CCCN(Cc1cc2cc3c(cc2[nH]c1=O)OCCO3)C(=O)Nc1ccc(F)cc1,1,101,102,101,101,101,101,100,/,13,0
c1ccc(CN=C2NN=C(c3ccccc3)CS2)cc1,-43,95,97,96,97,96,96,95,-11,-7,0
COc1ccc(CC(=O)NCC(=O)N/N=C/c2ccco2)cc1,44,99,103,100,99,101,96,100,10,3,-3
Cn1c(=O)[nH]c(=O)c2c1nc(N1CCCCCC1)n2CC(N)=O,-23,101,104,103,102,104,100,100,/,-17,-1
COc1ccnc(Oc2cccc(C(F)(F)F)c2)c1C(=O)N/C=N/OCc1ccccc1F,-4,95,97,94,96,97,102,96,-11,9,-2
CCn1nnnc1SCC(=O)c1ccc(C)cc1C,-5,95,105,99,100,99,96,98,/,-8,-3
Cc1nnc2sc(SCC(=O)Nc3ccc(Br)cc3)nn2c1=O,-52,94,97,95,94,94,103,95,38,-32,-1
OCCN1CCN(C(=S)Nc2ccc(SC(F)F)cc2)CC1,-33,110,103,99,99,102,100,97,/,4,0
CCOC(=O)C1(Cc2ccccc2)CCN(C2Cc3ccccc3C2)CC1,-52,96,98,96,97,96,100,93,7,18,-4
CCOC(=O)c1cc(-c2cccc([N+](=O)[O-])c2)n[nH]1,-17,?,?,?,?,?,95,?,-20,23,0
COc1cccc(Oc2ccc(C(F)(F)F)cc2NC(=O)c2cccc(F)c2)c1,-2,98,98,99,97,97,81,99,-5,2,-3
Cn1ncc(Cl)c1C(=O)NCc1ccco1,-72,107,99,100,100,98,100,96,/,-5,0
CC(=O)SCC(C)C(=O)NCc1ccccc1 (stereo not given),-4,94,94,97,97,97,99,96,/,10,0
